Screening data as filed in PubChem.
All columns: NCI-60 one-dose screen, growth in % after 48 h at 10 µM unless noted; 100 = growth as untreated, 0 = no growth, -100 = all killed.
NCI-H460: NCI-H460 lung cancer; 82,000 tested, 6.8% active
NCI-H226: NCI-H226 lung cancer. 79,000 tested, 3.5% active
NCI-H322M: NCI-H322M lung cancer | 80,000 tested, 2.7% active | AID 1794733
IGROV1: IGROV1 ovarian cancer; 79,000 tested, 4.7% active; AID 1794786
KM12: KM12 colon cancer cells | 82,000 tested, 5% active | AID 1794800
NCI-H23: NCI-H23 lung cancer; AID 1794731; 80,000 tested, 4% active
COLO 205: COLO 205 colon cancer. AID 1794742. 79,000 tested, 7.3% active
NCI/ADR-RES: NCI/ADR-RES ovarian cells. 81,000 tested, 4.4% active
NCI-H522: NCI-H522 lung cancer. 78,000 tested, 8% active
Active calls of the source: *; x = no result given; & = joins results of further samples. Rule for the calls: active = growth percent below 10; inactive = the rest.

Values run as follows: NCI-H460, NCI-H226, NCI-H322M, IGROV1, KM12, NCI-H23, COLO 205, NCI/ADR-RES, NCI-H522
O=C(Nc1ccc2[nH]c(=O)[nH]c2c1)c1nn(Cc2ccccc2)c(=O)c2ccccc12
 : 80, 100, 91, 90, 89, 91, 99, 103, 88
CN1C(=O)N2CN3CCCN(C3)CN3C(=S)NC1C23 (stereo not drawn)
 : 105, 100, 105, 104, 104, 103, 117, 109, 95
COc1ccc(C2=C(C#N)C3(C(=O)Nc4ccc(Cl)cc43)c3c(-c4ccc(Cl)cc4)nn(-c4ccccc4)c3N2)cc1 (stereo not drawn)
 : 30, 64, 75, 36, 36, 59, 49, 55, 51
C=C(NC(=O)C(=C)NC(=O)c1csc(C2=NC3c4csc(n4)C4NC(=O)c5csc(n5)C(C(C)(O)C(C)O)NC(=O)C5CSC(=N5)/C(=C/C)NC(=O)C(C(C)O)NC(=O)c5csc(n5)C3(CC2)NC(=O)C(C)NC(=O)C(=C)NC(=O)C(=C)NC(=O)C(C(C)C)NC2C=Cc3c(C(C)O)cc(nc3C2O)C(=O)OC4C)n1)C(N)=O (stereo not drawn)
 : 1.4*, -26*, 46, -18*, -88*, 11, -70*, 77, -39*
COc1cc(CN(C)C(=O)C(=O)c2c[nH]c3ccccc23)ccc1O
 : 110, 112, 92, 73, 104, 95, 96, 106, 78
C#CCn1c2c(c3ccccc31)C[C@]1(C)[C@H]3CC[C@@H]4[C@H]5[C@H]6OC(=O)[C@@]5(CCC6(C)C)CC[C@@]4(C)[C@]3(C)CC[C@H]1C2(C)C
 : 101, 93, 107, 111, 100, 102, 117, 101, 101
Cc1ccc2nc(NC(=O)CSc3nc(-c4ccc(F)cc4)c(C#N)c(=O)[nH]3)sc2c1
 : 104, 93, 107, 100, 102, 102, 124, 107, 89
CN1CCN(c2ccc(NC(=O)Nc3ccc4c(ccn4-c4cccc(C(N)=O)n4)c3)cc2C(F)(F)F)CC1
 : 87, 84, 58, 80, 22, 72, 44, 94, 72
COc1cc2c(c(OC)c1OC)CCC(c1cccc(NC(=O)c3cccc(Cl)c3)c1)O2 (stereo not drawn)
 : 97, 80, 90, 87, 97, 93, 94, 91, 62
Cn1cc(-c2nc(-c3c[nH]c4ncccc34)cs2)c2cc(Br)ccc21
 : 82, 96, 76, 76, 63, 93, 106, 75, 87
CC1(C)c2ccccc2C(=O)c2ccccc21
 : 101, 96, x, x, 100, 95, 104, 101, x
COc1cc2oc(-c3cccc(NC(=O)c4cc(NC(=O)[C@H](C)NC(=O)OC(C)(C)C)ccc4Cl)c3)cc(=O)c2c(OC)c1OC
 : 54, 76, 86, 61, 62, 67, 66, 90, 70
C1CCCCNCCC1
 : 118, 99, 111, 140, 115, x, 121, 127, 115
CN(C)CCOc1ccc2c(c1)C(=O)/C(=C\c1ncc([N+](=O)[O-])n1C)C2
 : -58*, -39*, 6.1*, -48*, -68*, -43*, -92*, -1.7*, -60*
Fc1ccc(-c2nc(-c3nc4ccc(Cl)cc4[nH]3)cc3c2[nH]c2ccccc23)cc1F
 : 83, 75, 71, 58, 67, 75, 101, 72, 78
O=[N+]([O-])c1ccc(O)c2ncccc12
 : 10&23, 49&81, 39&32, 24&29, 22&36, x, 47&81, 15&23, 21&52
COc1cccc2cc(-c3cc4ccccc4[nH]3)/c(=N/C(=O)Nc3ccc(Cl)cc3)oc12
 : 101, 90, 95, 92, 102, 95, 100, 103, 99
COc1ccc(OC)c(Nc2nc3nonc3nc2Nc2cccc(Br)c2)c1
 : 0.7*, 13, 5.1*, 46, 8.0*, 6.3*, -79*, 9.1*, -13*
O=C(Nc1cc(Cl)ccc1Cl)P(=O)(O)c1ccccc1
 : 104, 88, 115, 111, 105, 99, 115, 102, 111
Cc1ccnc2nc(C(=O)OCC(=O)Nc3ccc(-c4ccccc4)cc3)nn12
 : 119, 110, 112, -5.7*, 119, 100, 104, 98, 107

Sorted by molar mass (rising): some entries from above.
Values run as follows: NCI-H460, NCI-H226, NCI-H322M, IGROV1, KM12, NCI-H23, COLO 205, NCI/ADR-RES, NCI-H522
C1CCCCNCCC1
 : 118, 99, 111, 140, 115, x, 121, 127, 115
CN(C)CCOc1ccc2c(c1)C(=O)/C(=C\c1ncc([N+](=O)[O-])n1C)C2
 : -58*, -39*, 6.1*, -48*, -68*, -43*, -92*, -1.7*, -60*
Cc1ccnc2nc(C(=O)OCC(=O)Nc3ccc(-c4ccccc4)cc3)nn12
 : 119, 110, 112, -5.7*, 119, 100, 104, 98, 107
Fc1ccc(-c2nc(-c3nc4ccc(Cl)cc4[nH]3)cc3c2[nH]c2ccccc23)cc1F
 : 83, 75, 71, 58, 67, 75, 101, 72, 78
COc1cc2oc(-c3cccc(NC(=O)c4cc(NC(=O)[C@H](C)NC(=O)OC(C)(C)C)ccc4Cl)c3)cc(=O)c2c(OC)c1OC
 : 54, 76, 86, 61, 62, 67, 66, 90, 70

The list continues.
Values run as follows: NCI-H460, NCI-H226, NCI-H322M, IGROV1, KM12, NCI-H23, COLO 205, NCI/ADR-RES, NCI-H522
CC1S(=O)(=O)OCCOS1(=O)=O
 : 104, 119, 108, 110, 105, 114, 116, 123, 107
Cc1cc(Cl)c2ccc(N(C)C)cc2n1
 : 106, 98, 110, 106, 104, 100, 102, 104, -10*
O=c1onc(-c2cc3ccccc3nc2Cl)n1-c1ccc(Cl)cc1
 : 91, 92, 89, 99, 90, 85, 102, 79, 74
N#Cc1c(-c2ccc(Cl)cc2)nc(SCCCCC(=O)NO)[nH]c1=O
 : 108, 114, 80, 103, 105, x, 119, 98, 99
CCC(=O)c1ccc2ccccc2c1
 : 112, 112, 104, 108, 110, 105, 117, 104, 93
CC(/C=N/Nc1ccc([N+](=O)[O-])cn1)=C\c1ccccc1
 : 93, 104, 123, 110, 106, 104, 116, 109, 81
O=c1nc(NC2CCCC2)nc(-c2ccc(C(F)(F)F)cc2)[nH]1
 : 103, 94, 88, 87, 101, 98, 105, 104, 79
O=c1[nH]c2c(ccc3c2cnn3-c2ccc(Cl)cc2)cc1S(=O)(=O)c1ccccc1
 : 105, 80, x, 106, 109, x, 112, 107, 103
CC(C)(C)n1nnnc1C(NC12CC3CC(CC(C3)C1)C2)c1c2ccccc2cc2ccccc12 (stereo not drawn)
 : 99, 73, 97, 88, 94, 86, 98, 84, 64
O=C1C=C(Cl)C(=O)c2ccccc21
 : 101, x, 89, 92, 99, 100, 93, 102, 11
N=C(N)c1ccc(NCCNc2ccc(C(=N)N)cc2)cc1
 : 50, 63, 96, 98, 105, 86, 142, 99, 93
CC(=O)c1nc(Nc2ccc(Cl)cc2)sc1C
 : 107, 85, 90, 86, 100, 93, 104, 103, 89
CC(=O)OCCO
 : 111, x, 102, 113, 108, 108, 107, 110, 111
O=C(CNC(=O)OCc1ccccc1)NCC(=O)NC(Cc1c[nH]c2ccccc12)C(=O)O (stereo not drawn)
 : 118, 101, 102, 114, 89, 101, 100, 106, 85
CCOC(=O)[C@H](Cc1ccccc1)Nc1nc(N)nc(N(C)Cc2ccccc2)c1C=O
 : 111, 96, 73, 98, 101, 103, 100, 103, 101
C=C(C[n+]1ccccc1)[C@@H]1CC[C@]2(C(=O)O)CC[C@]3(C)[C@H](CC[C@@H]4[C@@]5(C)CCC(=O)C(C)(C)[C@@H]5CC[C@]43C)[C@@H]12
 : 107, 92, 99, 111, 104, 97, 93, 105, 79
CC(=O)O[C@@H]1C[C@]2(C(C)C)O[C@@]1(C)[C@@H]1CCC(C)=C1[C@@H]2OC(=O)/C=C/c1ccccc1
 : 94, 66, 93, 95, 93, 95, 94, 72, 73
COc1ccc(C(=O)c2cc(OC)c3c(c2)OCO3)cc1O
 : 8.5*, 67, 51, 28, 4.5*, 30, 85, 2.7*, -7.3*
CCc1c2c(c(C)c3oc4cc(OC)ccc4c13)C(=O)N(O)C2=O
 : 103, 97, 99, 94, 103, 96, 117, 108, 99
O=[N+]([O-])c1cccc(-c2nnc3c(/C=C/c4ccccc4O)nc4ccccc4n23)c1
 : 29, 33, 56, 69, 37, x, 41, 58, 55

More entries follow:
molecule	NCI-H460	NCI-H226	NCI-H322M	IGROV1	KM12	NCI-H23	COLO 205	NCI/ADR-RES	NCI-H522
Cc1cc(=O)[nH]c2[nH][nH]c(=O)c12	117	110	105	97	114	103	104	111	110
O=C(NCCCCNCCCNC(=O)c1ccc([N+](=O)[O-])cc1)c1ccc([N+](=O)[O-])cc1	104	99	83	90	109	100	118	105	x
Nc1c(C(=O)Nc2cccc(C(F)(F)F)c2)sc2nc3c(cc12)CCCC3	91	66	99	100	95	91	92	98	78
CCCCCC(=C/c1ccccc1)/C=N/N=C(N)N	x	66	20	-63*	x	45	-94*	42	-65*
N#CC1=C(c2ccco2)Nc2c(c(-c3ccccc3)nn2-c2ccccc2)C12C(=O)Nc1ccc(Br)cc12 (stereo not drawn)	1.2*	67	87	67	66	71	87	30	32
COc1cc(OC)c(C(=O)Nc2cccc(-c3cc(=O)c4ccccc4o3)c2)c(OC)c1	97	x	97	97	108	91	106	85	87
C#CCOc1nc(C)cc(C)c1C#N	102	97	105	102	102	96	111	103	89
Cn1c(C(N)=O)cc2c1-c1nc(NC3CCCCC3)ncc1CCC2	94	71	110	113	104	94	113	92	95
Cc1ccc(/C=[N+](\[O-])c2ccccc2)cc1	119	107	129	118	114	99	112	102	146
COc1ccc2cc(C3=NN(C(N)=S)[C@@H](c4ccc(OC)c(OC)c4)C3)ccc2c1	97	95	93	93	92	97	105	98	71
COC1=C(OC)C(=O)C(SCCC(=O)OCCCCCC(C)C)=C(C)C1=O	107	98	100	105	105	90	113	97	88
COc1ccc(NC(=S)Nc2nc3c(=O)[nH]nc(-c4ccc(Br)cc4)c3s2)cc1	104	102	107	108	102	87	94	96	93
Cc1[nH]cnc1S(=O)(=O)O	x	107	104	100	111	101	120	105	93
CC(=O)Nc1ccc(S(=O)(=O)N2C(=O)CCC2C(=O)Nc2ccc(Br)cc2)cc1 (stereo not drawn)	21	50	32	37	23	22	6.3*	42	-7.6*
Clc1ccc(/C=C/c2nn3c(-c4cccnc4)nnc3s2)cc1	105	94	95	106	101	97	100	96	92
O=C(Nc1ccccc1NC(=O)c1ccccc1)c1ccccc1	112	105	99	96	112	97	111	106	95
C=C(C)[C@@H]1CC[C@]2(C(=O)NC(COC(=O)C(Cl)Cl)(COC(=O)C(Cl)Cl)COC(=O)C(Cl)Cl)CC[C@]3(C)[C@H](CC[C@@H]4[C@@]5(C)CC[C@H](OC(C)=O)C(C)(C)[C@@H]5CC[C@]43C)[C@@H]12	16	84	89	84	37	72	36	71	48
CCCS(=O)(=O)Nc1ccc(C(=O)/C=C2/C(=O)Nc3ccccc32)cc1	98	93	97	88	100	85	106	96	57
COc1cc2nc(NC3CC3)nc(NC3CCN(C(C)C)CC3)c2cc1OC	95	x	87	96	98	95	x	102	98
CC(=O)c1ccc(-n2c(C)nc3ncccc3c2=O)cc1	106	89	113	107	100	97	112	104	86

Limited to NCI-H23 and IGROV1 (5 entries from above):
Compound,NCI-H23,IGROV1
CCOC(=O)[C@H](Cc1ccccc1)Nc1nc(N)nc(N(C)Cc2ccccc2)c1C=O,103,98
CN(C)CCOc1ccc2c(c1)C(=O)/C(=C\c1ncc([N+](=O)[O-])n1C)C2,-43*,-48*
CCc1c2c(c(C)c3oc4cc(OC)ccc4c13)C(=O)N(O)C2=O,96,94
COc1ccc(NC(=S)Nc2nc3c(=O)[nH]nc(-c4ccc(Br)cc4)c3s2)cc1,87,108
CC(=O)Nc1ccc(S(=O)(=O)N2C(=O)CCC2C(=O)Nc2ccc(Br)cc2)cc1 (stereo not drawn),22,37

Remaining list, next part.
molecule	NCI-H460	NCI-H226	NCI-H322M	IGROV1	KM12	NCI-H23	COLO 205	NCI/ADR-RES	NCI-H522
Cc1ncc(CSSCc2cnc(C)c(O)c2CO)c(CO)c1O	107	96	113	108	104	99	100	104	95
O=c1cc(CO)[nH]nc1CO	112	103	115	123	108	102	111	104	106
CC(=O)Nc1ccc(I)cc1C(=O)O	109	107	129	109	102	107	108	115	x
CCN(CC)Cc1cc(N)ccc1O	116	98	139	105	138	102	118	105	84
Cc1nc2sc(C(=O)Nc3ccccc3)c(N)c2cc1C(=O)c1ccccc1	6.1*	31	39	57	34	64	-25*	38	50
COc1cccc(-c2nn(C(C)(C)C)cc2-c2ccnc(NCCCNS(=O)(=O)c3cccc(F)c3)c2)c1	103	108	110	109	100	108	126	104	100
CCCCCCCCCCCCCCCCCC1=NC(C)CC(C)(C)O1 (stereo not drawn)	111	105	95	97	105	108	114	109	x
O=c1c2cc(F)ccc2sc2c(NCCO)nc3ccccc3c12	112	103	100	104	105	96	114	103	91
